ERK EGF block – qHTS Assay for Inhibitors of the ERK Signaling Pathway using a Homogeneous Screening Assay; Stimulation with EGF; HEK293-V1b, EGF-stimulated phospho-ERK AlphaScreen; Potency, µM (series often up to 11.5 µM), for the others: at the top dose activity change, negative = inhibition, most hits filed as inhibitors; hit rate 0.41% among 130,000; active = well fitted inhibition curve with a large enough effect; inconclusive = small, poorly fitted or top-dose-only effect, or effect the other way;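 note: plate controls were stimulated vehicle wells for no effect and unstimulated vehicle basal for full effect; nearly all actives have a fitted effect of over 55% in size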
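Phospho-ERK1/2 measured by AlphaScreen (SureFire) after 5 min 25 nM EGF stimulation of V1b-expressing HEK293 cells preincubated 30 min at 37C with titrated compounds; data scaled to DMSO and EGF controls, Hill-fitted AC50.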
Starred values were filed as active, the others as inactive; ? = inconclusive; [ ] = dose if it differs, or a comment. Potency is the fitted concentration of half-maximal effect.

SMILES | ERK EGF block
Cn1cnc(S(=O)(=O)Nc2ccccc2C(=O)NCC2CC2)c1 | -18%[57.5 µM]
COc1ccc([N+](=O)[O-])cc1N(CC(O)CN(C)C)S(=O)(=O)c1ccccc1 (stereo not drawn) | 8%
COCC(C)n1c(C)cc(C(=O)COc2ccc(C)nc2[N+](=O)[O-])c1C (stereo not drawn) | 1%
O=C(CCC1CCCC1)c1c(O)c2ccccc2oc1=O | 0%
COc1ccc(/C=N/NC(=O)c2ccccc2O)cc1COc1ccccn1 | -9%[57.5 µM]
O=C(c1cncs1)N1CCCC(CNS(=O)(=O)c2cccs2)C1 (stereo not drawn) | -5%
O=C1COc2ccc(C(=O)COC(=O)c3cc(S(=O)(=O)NCc4ccccc4)ccc3O)cc2N1 | ?
CN(C)c1ccccc1C(=O)N1CCCC(C(=O)c2ccc3ccccc3c2)C1 (stereo not drawn) | ?
COc1ccc(-n2nc(C(=O)c3cccs3)cc(-c3nc4ccccc4[nH]3)c2=N)cc1 | 5%
CCCC(=O)Nc1ccccc1NC(C)=O | ?
O=c1cc(CN2CCc3ccccc3C2)nc2sccn12 | ?
COc1cc(C(=O)NNC(=O)Nc2ccc([N+](=O)[O-])cc2)cc(OC)c1OC | 3%
CC1(C)CC(=O)C(CC(=O)NC(=O)NCc2ccccc2)=C(O)C1 | 9%
CCN(CC(=O)NCCc1ccc(F)cc1)Cc1nc2ccccc2c(=O)[nH]1 | -4%[57.5 µM]
C/C(N)=C(/C#N)C(=O)CSc1nc2ccccc2c(=O)n1Cc1ccc(F)cc1 | 1%[57.5 µM]
Cc1ccc(Nc2cc(C)nc3nc(C)nn23)c(C)c1 | 1%
Cc1ccccc1NC(=O)c1oc(=O)c2ccccc2c1-c1ccccc1 | 10%
CSCCC(NC(=O)c1ccccc1)C(=O)OCC(=O)c1ccc[nH]1 (stereo not drawn) | -1%
NNc1ccc2c(C(F)(F)F)cc(C(F)(F)F)nc2n1 | -11%
O=C(COC(=O)c1ccccc1)NCc1cccs1 | 4%
CN1CCN(C2=C(NS(=O)(=O)c3cccs3)C(=O)c3ccccc3C2=O)CC1 | -8%[57.5 µM]
O=C(O)/C=C/C(=O)NCc1csc2ccccc12 | 3%[57.5 µM]
Cc1cccc(N2C(=O)CC(N3CCN(c4ccccn4)CC3)C2=O)c1 (stereo not drawn) | 10%
CCOc1ccc(NC(=O)CSc2nnc(C3CC3)n2C)cc1 | -4%
Fc1ccccc1NC(=S)Nc1cccnc1 | 7%
O=C(COC(=O)c1n[nH]c(=O)c2ccccc12)c1ccc(Br)cc1 | 0%
CC1CCN(C(=O)Cn2cc(C(=O)C3CC3)c3ccccc32)CC1 | -1%
COCCCNC(=O)c1ccc(Cn2c(=O)c3ccccc3n(CC(=O)NCCc3ccc(OC)c(OC)c3)c2=O)cc1 | -7%
CC(=O)c1ccc(NC(=O)COC(=O)CCC(=O)c2cccs2)cc1 | 7%
CCNc1ncc2nc(-c3ccc(OC)cc3)c(=O)n(Cc3cccc(OC)c3)c2n1 | 8%
Cc1ccc(/C=N/OC(=O)c2nn(C)cc2Cl)cc1 | -8%
Nc1nc(CSc2nnnn2-c2ccccc2)nc(N2CCCc3ccccc32)n1 | 3%
Cc1c(Cl)cccc1NC(=S)N1CCN(c2ccc([N+](=O)[O-])cn2)CC1 | 1%[57.5 µM]
O=C(CCC1CCCCC1)NNC(=O)c1cnccn1 | 6%
COc1ccccc1NC(=O)C1=C(C)NC2=C(C(=O)CC(c3ccc(OC)c(OC)c3)C2)C1c1coc2ccccc2c1=O (stereo not drawn) | -4%
CCOc1cccc(OCCCCn2cnc3ccccc3c2=O)c1 | -6%
CCN(CC)S(=O)(=O)c1ccc(N2CCOCC2)c(NC(=O)c2ccc(OC)c([N+](=O)[O-])c2)c1 | -7%[57.5 µM]
Cc1ccc(S(=O)(=O)N2CCOC2C(Cl)(Cl)Cl)cc1 (stereo not drawn) | -1%[57.5 µM]
O=c1cc(C(F)(F)F)[nH]c2c(C(F)(F)F)cccc12 | 0%
Clc1ccc(-c2n[nH]c3c2CCCC3)cc1 | 2%
CCOC(=O)COc1nc2c(c(-c3ccco3)c1C#N)CCc1ccccc1-2 | 8%[57.5 µM]
CCc1c(C(=O)NNC(=S)NC2CCCCC2)csc1C | -5%
Cc1nc(-c2ccc3c(c2)OCCCO3)cs1 | -7%[57.5 µM]
Cn1ccnc1Sc1ccc(C(N)=O)cc1[N+](=O)[O-] | 0%
Cc1cccc(NC(=O)CCNC(=O)c2ccco2)c1C | -9%
Cc1cc(C(=O)NNC(=O)c2ccc(S(=O)(=O)N(C)C)cc2)c(C)o1 | 4%
CCN(CC)S(=O)(=O)c1ccc(Cl)c(NC(=O)CSc2cccc[n+]2[O-])c1 | 3%[57.5 µM]
Cc1cc(C)n2nc(CCCO)nc2n1 | 8%
C[N+](C)(C)CCOc1ccc([N+](=O)[O-])cc1 | 4%
Cc1ccc(Nc2c([N+](=O)[O-])c(=O)n(C)c3ccccc23)cc1 | -2%
CCO/C(C)=C1/SC(=S)NC1=O | 3%[57.5 µM]
COc1cccc(NC(=O)COc2c(F)c(F)c(C(F)(F)F)c(F)c2F)c1 | -1%
Cc1cc(C)c(-n2nnnc2SCC(=O)c2cc3ccccc3o2)c(C)c1 | -10%[57.5 µM]
Cc1cc2nc3n(c2cc1C)CC1CC(C(=O)NCc2ccco2)N(C)C31 (stereo not drawn) | -1%[57.5 µM]
NC(=O)c1c(NC(=O)c2cccnc2)sc2c1CCCC2 | -5%
CC(=O)c1csc(COc2ccc(Cl)cc2)n1 | 8%[57.5 µM]
CCc1ccc(NC(=S)NCc2ccccc2)cc1 | -1%
Fc1ccc(-c2csc(N3CCOCC3)n2)cc1 | 0%[57.5 µM]
Cc1cc(N/N=C/c2ccncc2)c([N+](=O)[O-])cc1[N+](=O)[O-] | 4%[57.5 µM]
CCc1ccc(OCCOCC(O)CNC(C)CC)cc1 (stereo not drawn) | -2%

At a glance, 16 of the compounds above:
SMILES | ERK EGF block
Cc1cccc(NC(=O)CCNC(=O)c2ccco2)c1C | -9%
Cc1cc(C(=O)NNC(=O)c2ccc(S(=O)(=O)N(C)C)cc2)c(C)o1 | 4%
CCN(CC)S(=O)(=O)c1ccc(Cl)c(NC(=O)CSc2cccc[n+]2[O-])c1 | 3%[57.5 µM]
Cc1cc(C)n2nc(CCCO)nc2n1 | 8%
C[N+](C)(C)CCOc1ccc([N+](=O)[O-])cc1 | 4%
Cc1ccc(Nc2c([N+](=O)[O-])c(=O)n(C)c3ccccc23)cc1 | -2%
CCO/C(C)=C1/SC(=S)NC1=O | 3%[57.5 µM]
COc1cccc(NC(=O)COc2c(F)c(F)c(C(F)(F)F)c(F)c2F)c1 | -1%
Cc1cc(C)c(-n2nnnc2SCC(=O)c2cc3ccccc3o2)c(C)c1 | -10%[57.5 µM]
Cc1cc2nc3n(c2cc1C)CC1CC(C(=O)NCc2ccco2)N(C)C31 (stereo not drawn) | -1%[57.5 µM]
NC(=O)c1c(NC(=O)c2cccnc2)sc2c1CCCC2 | -5%
CC(=O)c1csc(COc2ccc(Cl)cc2)n1 | 8%[57.5 µM]
CCc1ccc(NC(=S)NCc2ccccc2)cc1 | -1%
Fc1ccc(-c2csc(N3CCOCC3)n2)cc1 | 0%[57.5 µM]
Cc1cc(N/N=C/c2ccncc2)c([N+](=O)[O-])cc1[N+](=O)[O-] | 4%[57.5 µM]
CCc1ccc(OCCOCC(O)CNC(C)CC)cc1 (stereo not drawn) | -2%

A stretch from further up, as a working copy:
SMILES | ERK EGF block
Cc1cc(N/N=C/c2ccncc2)c([N+](=O)[O-])cc1[N+](=O)[O-] | 4%[57.5 µM]
CCc1ccc(OCCOCC(O)CNC(C)CC)cc1 (stereo not drawn) | -2%

(further entries)
SMILES | ERK EGF block
O=c1c2ccccc2ncn1CCOc1ccccc1[N+](=O)[O-] | 0%
COC(=O)NCC(c1ccco1)N1CCN(c2ccc(F)cc2)CC1 (stereo not drawn) | 4%
CC(C)CC(=O)N1CC(C)N(C(=O)CC(C)C)CC1C (stereo not drawn) | -4%
CN1CCN(CCCC(=O)c2ccc(C3CCCC3)cc2)CC1 | 4%
CCOc1c(/C=C(\C#N)C(N)=O)c2ccccc2n1CC | -2%
O=C(Nc1cc(N2CCOCC2)ncn1)c1ccc(F)cc1 | 0%
CSc1ccc(/C=C/C(=O)N2CCCN(C)CC2)cc1 | 3%
O=CN/C=C/c1cc(O)ccc1O | -3%[57.5 µM]
COc1ccc(/C=C2\CC/C(=C\c3ccc(OC)c(OC)c3)C2=O)cc1OC | ?
CCNC(=O)COC(=O)Cc1ccc(Cl)cc1Cl | 6%
COc1ccc(CN2CCCC(CNC(=O)c3ccc(F)cc3)C2)c(C)c1C (stereo not drawn) | 17%
COc1ccc(N(CC(=O)NCCC2=CCCCC2)S(=O)(=O)c2ccccc2)c(OC)c1 | 7%
CCOCCn1c(SCC(=O)OCc2ccccc2)nc2c1c(=O)[nH]c(=O)n2C | -7%[57.5 µM]
COc1cc(OC)cc(C(=O)OCC(=O)NCc2ccc3c(c2)OCO3)c1 | 0%
COc1cccc(NC(=O)CSC(N)=O)c1 | -2%
Cc1nn(C(=O)c2c(-c3ccccc3)noc2C)c(C)c1N=Nc1cc(C(F)(F)F)cc(C(F)(F)F)c1 | -2%[57.5 µM]
CS(=O)(=O)Nc1nc2n(n1)C(c1ccccc1)CC(c1ccccc1)N2 (stereo not drawn) | -2%[57.5 µM]
c1ccc(NC2=NCCCCS2)cc1 | 2%
CCN(CC)CC(=O)Nc1ccc(C)cc1C(=O)c1ccccc1 | 4%[57.5 µM]
Cc1cccc(NC(=O)CN2C(=O)N/C(=C/c3ccc(C)o3)C2=O)c1 | 8%
O=C(NC1CCC(c2ccccc2)CC1)c1cccnc1 (stereo not drawn) | 5%
CCCCNC(=O)O/N=C(\N)CS(=O)(=O)C(C)(C)C | 2%[57.5 µM]
COC(=O)CSC1=C(C#N)C(c2ccsc2)CC(=O)N1 (stereo not drawn) | 3%
CC(=O)Nc1ccc(NC(=O)Nc2ccccc2C)cc1 | -3%
CCSc1cc(N2CCCC2)nc(-c2cccc(C)c2)n1 | 2%
CCn1c(C)nc2cc(C(=O)NNC(=S)Nc3ccc(Cl)cc3)ccc21 | -5%[57.5 µM]
O=C1CC(c2cc(F)ccc2F)c2cc3c(cc2N1)CCC3 (stereo not drawn) | 2%
CC1CCCN(C(=S)NC2CCCC2)C1 (stereo not drawn) | -3%
O=C(C1=C(c2ccccc2)C(=O)c2ccccc2C1=O)c1ccccc1 | 0%
Cc1ccc(S(=O)(=O)/C(C#N)=C/c2ccccc2OCc2ccccc2)cc1 | 11%
CC(=O)c1ccc(NC(=O)COC(=O)c2ccccc2N=Nc2ccc(N(C)C)cc2)cc1 | 28%
CCC(C)(C)n1nnnc1C(c1ccccc1)N1CCN(Cc2ccccc2)CC1 (stereo not drawn) | -6%
COc1ccc(S(=O)(=O)N2CCC(C(=O)Nc3c(F)cccc3F)CC2)cc1 | 6%
Cn1cccc1CC(=O)NNC(=O)Nc1ccc(F)cc1 | 10%
Cc1ccc(Cn2c(=N)c(C#N)cc3c(=O)n4cccc(C)c4nc32)cc1 | 7%
Cc1cc(NC(=O)CCN2C(=O)C3C4C=CC(C4)C3C2=O)ccc1Br (stereo not drawn) | 3%
N=C(N)SCCc1ccc(OCc2ccc([N+](=O)[O-])cc2)cc1 | 1%
COc1cccc(CCNC(=O)CC2C(=O)NCCN2Cc2ccc(Cl)c(F)c2)c1 (stereo not drawn) | -3%
CC(C)(C)c1ccc(C(=O)NC(=S)NCc2cccnc2)cc1 | 22%
Cc1ccc(C)c(S(=O)(=O)Nc2ccc(C(=O)NCCc3ccccn3)cc2)c1 | 6%
CC(=O)O/N=C/c1c(Cl)n(C)c2ccccc12 | -1%
Cc1ccc(N2CCN(/N=C/c3ccccc3)CC2)cc1 | 1%
O=C(O)CSCC(=O)Nc1ccc(Cl)cc1C(F)(F)F | 3%
COc1ccc2c(C(=O)CN3CCSCC3)c[nH]c2c1 | 15%[57.5 µM]
COC(=O)c1ccsc1NC(=O)CN1C(=O)CCC1=O | -12%[57.5 µM]
O=C(Nc1ccc(S(=O)(=O)Nc2nccs2)cc1)c1ccc(F)c(S(=O)(=O)N2CCOCC2)c1 | 2%
Cc1cc(OCC(=O)c2ccc(C(F)(F)F)cc2)n2cnnc2n1 | 2%[57.5 µM]
O=CNC(n1cnc2c(N3CCOCC3)ncnc21)C(Cl)(Cl)Cl (stereo not drawn) | 1%[57.5 µM]
Cc1ccc2c(c1)C1(C(=O)N2)N2CCCC2C(C(=O)c2ccc3ccccc3c2)C12C(=O)Nc1ccccc12 (stereo not drawn) | -13%[57.5 µM]
CCOc1ncccc1C(=O)Nc1cccc(-c2nc3cccnc3s2)c1 | ?
CCc1cc2c(SCC(=O)Nc3cc(C)on3)ncnc2s1 | -7%
COc1ccc(N(Cc2cc3cccc(C)c3[nH]c2=O)C(=O)C2CCCO2)cc1 (stereo not drawn) | 18%[57.5 µM]
Cc1c(/C=N/NC(=O)c2cccnc2)c2ccccn2c1C(=O)c1ccc(F)cc1 | -1%
Cc1onc(CO)c1C(=O)Nc1nccs1 | -3%
Cc1ccc(C(=O)/C=C/Nc2cccc([N+](=O)[O-])c2)o1 | -3%
CC(=O)c1ccc(N2CCN(C(=O)Nc3ccc(F)cc3)CC2)cc1 | 26%
CCCN1C(=O)C(Cc2nc3ccccc3c(=O)n2-c2ccccc2)c2ccccc21 (stereo not drawn) | -2%
O=C(O)Cc1ccc(C(=O)CSc2ccccc2)s1 | 4%[57.5 µM]
N#CNC(=Nc1cccc(F)c1)SCc1ccccc1 | 6%

A portion of the library; count on the stated rates, not on these rows.
